FH mod: Identification of activators of human fumarate hydratase by quantitative high-throughput screening. Fumarate hydratase, mitochondrial (Homo sapiens), P07954. FH coupled MDH/diaphorase resazurin fluorescence, 15 min. Potency, µM (series often up to 79.9 µM), inactives show at the top dose activity change, negative = inhibition, hits mostly inhibitors. 54,000 compounds, 0.22% hits. AID 1347055, 2019; further: potency means the concentration at half of the fitted maximal effect; on the % scale 0 is the no-effect control and ±100 the full control effect; the screen sought activators but most active calls are inhibition curves; nearly all actives have a fitted effect of over 45% in size
GALK inhibitor: qHTS Assay for Inhibitors of Human Galactokinase (GALK): NCGC Sytravon Library Screen; P51570; recombinant GALK, Kinase-Glo ATP luminescence, 1 h; 44,000 tested, under 10 active; AID 1347072, 2019; Potency, µM (top dose mostly 57.5 µM), for the others: top-dose activity, negative = inhibition, hits mostly inhibitors;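 further: plate controls were full GALK reaction for no effect and reaction lacking GALK for full effect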
Target sequence (P51570 whole entry, looked up): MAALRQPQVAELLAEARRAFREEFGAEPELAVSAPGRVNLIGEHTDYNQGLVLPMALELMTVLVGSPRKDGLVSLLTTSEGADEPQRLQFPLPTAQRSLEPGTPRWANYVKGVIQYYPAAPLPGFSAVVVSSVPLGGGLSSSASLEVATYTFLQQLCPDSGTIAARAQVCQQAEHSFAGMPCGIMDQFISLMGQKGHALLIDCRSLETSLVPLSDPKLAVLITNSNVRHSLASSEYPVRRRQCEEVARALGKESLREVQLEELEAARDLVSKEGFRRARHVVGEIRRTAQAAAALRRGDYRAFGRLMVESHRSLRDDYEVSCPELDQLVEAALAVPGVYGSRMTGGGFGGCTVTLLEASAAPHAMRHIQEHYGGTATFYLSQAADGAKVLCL
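Reactions with and without enzyme served as controls. GALK at 5 nM phosphorylates 100 uM galactose using 35 uM ATP (HEPES pH 8.0, Mg2+) for 1 h at RT, with luminescence read 10 min after adding Kinase-Glo Plus.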
p53null 32C kill: qHTS Screen for Compounds that Selectively Target Cancer Cells with p53 Mutations: Cytotoxicity of p53 Null Cells at the Permissive Temperature. Potency, µM (highest dose often 46.1 µM), for inactives: at the top dose activity change, negative = cytotoxicity, usual class: cytotoxic. 55,000 compounds, 0.62% hits. H1299-neo p53 null cells, ATP luminescence, 24 h, 32C;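 further: potency means the concentration at half of the fitted maximal effect; 0% = DMSO only and -100% = full killing by 100 µM tamoxifen; nearly all actives have a fitted effect of over 55% in size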
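Cells lacking p53 (H1299-neo) are plated at 600 per well and allowed to settle overnight at 37C. Test compounds (up to 46 uM) are added and held 24 hours at 32C, then ATP is quantified by luminescence.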
PTAP-TSG101 blk: qHTS Validation Assay for Inhibitors of HIV-1 Budding by Blocking the Interaction of PTAP/TSG101: Sytravon Library Screen. Fluorescence polarization, FITC-PTAP peptide/Tsg101, 20 min. Potency, µM (titrated, usually from 115 µM), without a hit: at the top dose activity change, negative = inhibition, most hits filed as inhibitors. 44,000 tested, under 10 active. AID 1347069, 2019; further: potency means the concentration at half of the fitted maximal effect; 0% is about no effect
Target sequence (Q99816 whole entry, looked up): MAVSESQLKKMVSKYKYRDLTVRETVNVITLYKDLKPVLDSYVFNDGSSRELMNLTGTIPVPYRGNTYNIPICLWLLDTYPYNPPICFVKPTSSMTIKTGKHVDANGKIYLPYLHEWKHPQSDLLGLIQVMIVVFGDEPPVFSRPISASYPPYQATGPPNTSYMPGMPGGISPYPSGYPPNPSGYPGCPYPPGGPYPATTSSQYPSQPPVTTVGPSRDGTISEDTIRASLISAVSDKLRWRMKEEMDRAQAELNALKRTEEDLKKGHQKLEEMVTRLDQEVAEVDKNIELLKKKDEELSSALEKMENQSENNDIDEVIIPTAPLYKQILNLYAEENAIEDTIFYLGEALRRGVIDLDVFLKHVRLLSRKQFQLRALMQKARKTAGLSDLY
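Compounds pinned into 10 uM Tsg101 binding domain, then 50 nM FITC-PTAP peptide added in pH 7.5 HEPES buffer; FP read after 20 min, room temperature. Total S+P intensity flags fluorescent compounds; active cut-off <25 µM, efficacy <60%.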
NTMT1 inhibitor: Primary qHTS for Inhibitors of N-terminal methyltransferase 1 (NTMT1): MTaseGlo Assay. 59,000 compounds, 2.5% hits. N-terminal Xaa-Pro-Lys N-methyltransferase 1 (Homo sapiens), Q9BV86. Potency, µM (top dose mostly 114 µM), inactives show at the highest dose activity change, negative = inhibition, actives largely listed as inhibitors. AID 1645870, 2021. NTMT1 MTase-Glo SAH luminescence, purified enzyme;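 further: potency means the concentration at half of the fitted maximal effect; plate controls were DMSO vehicle for no effect and no enzyme for full effect; nearly all actives have a fitted effect of over 65% in size; many of its hits are not listed in these tables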
Target sequence (Q9BV86 whole entry, looked up): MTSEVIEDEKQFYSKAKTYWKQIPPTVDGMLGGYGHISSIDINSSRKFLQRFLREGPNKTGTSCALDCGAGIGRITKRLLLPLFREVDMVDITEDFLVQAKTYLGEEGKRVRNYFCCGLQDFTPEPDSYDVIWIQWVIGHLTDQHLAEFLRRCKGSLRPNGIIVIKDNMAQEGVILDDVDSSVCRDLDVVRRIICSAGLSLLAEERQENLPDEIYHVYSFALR
p53null 39C kill: qHTS Screen for Compounds that Selectively Target Cancer Cells with p53 Mutations: Cytotoxicity of p53 Null Cells at the Nonpermissive Temperature. 55,000 compounds, 0.97% hits. Potency, µM (top dose mostly 46.1 µM), without a hit: at the top dose activity, negative = cell killing, hits mostly cytotoxic. AID 904, 2007. H1299 p53-null (neo) cells, 39C, ATPlite viability, 24 h;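 further: potency means the concentration at half of the fitted maximal effect; 0% = DMSO only and -100% = full killing by 100 µM tamoxifen; nearly all actives have a fitted effect of over 50% in size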
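H1299 lung cancer cells, p53-null (H1299-neo) or expressing p53 A138V (H1299-p53A138V), were plated overnight at 37C, then exposed to compounds at up to 46 uM for 24 hr at 39C. Viability was read by ATP-based luminescence.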
B2AR arrestin ag: qHTS assay of beta-arrestin-biased ligands of beta2-adrenergic receptor: NCGC Sytravon Library Screen; AID 1347077, 2019; 44,000 tested, under 10 active; HTLA Tango cells, beta-arrestin recruitment, luciferase luminescence, 18 h; Potency, µM (titrated, usually from 46.1 µM), for the others: at the highest dose activation, most hits filed as activators; Beta-2 adrenergic receptor (Homo sapiens), P07550;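 further: potency means the concentration at half of the fitted maximal effect; 0% = DMSO and full agonism = EC100 isoproterenol or metaproterenol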
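Tango cells expressing recombinant beta2-AR and beta-arrestin were treated with compounds (up to 46 microM titration) in DMEM with 1% FBS for 18 hr at 37 degrees C. Beta-arrestin recruitment drove tTA-dependent luciferase, read by luminescence; curves were fitted and classed.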
The depositor's hits bear a star; ? = inconclusive; nt = no result given; [ ] = remark or other dose. The call rests on the fitted dose curve; in most records, active means well fitted curve in the direction sought with a large enough effect; inconclusive means small, poorly fitted or top-dose-only effect, or another doubt; inactive means no such curve, though single readings can be large; an effect the other way counts as inactive or inconclusive.

nr	structure	GALK inhibitor	FH mod	p53null 39C kill	NTMT1 inhibitor
1	O=C(CSc1nnc2scc(-c3ccc(Cl)cc3)n12)Nc1cccc(C(F)(F)F)c1	-2%	37%	0%	7%
2	Cc1ccccc1OCC(=O)Nc1ccc(OCc2cc(=O)n3ccccc3n2)cc1	-1%	-12%	-6%	1%
3	Cc1ccc(N(CC(=O)Nc2ccc(Cl)cc2)S(=O)(=O)c2cccc3nonc23)cc1	8%	-29%	5%	4%
4	CCCCN1CC(c2nc3ccccc3n2CCCCOc2cccc(C)c2C)CC1=O (stereo unspecified)	-9%	?	-3%	29%
5	COc1cc(NS(=O)(=O)c2ccc(NC(=O)c3ccc(C(C)=O)cc3)cc2)nc(OC)n1	-3%	-3%	-11%	0%
6	CCOc1cc2sc(N3CCC(C(=O)Nc4ccccc4Cl)CC3)nc2cc1Br	-3%	4%	-14%	-4%
7	CCC(=O)N1CCc2cc(S(=O)(=O)NCCC(=O)Nc3cc(C)ccc3OC)ccc21	-2%	4%	-4%	-12%
8	Cc1c(C(=O)Nc2nc(-c3ccc(F)cc3)ns2)oc2ccc(Cl)cc12	-11%	3%	-18%	12%
9	Nc1nnc(SCC(=O)Nc2ccc(Cl)cc2)s1	-1%	-7%	5%	13%
10	COc1ccc(-c2cc(C)no2)cc1S(=O)(=O)Nc1cccc(C(F)(F)F)c1	1%	1%	-1%	11%
11	Cc1ccc(Nc2cc(-c3ccccc3)nc(C)n2)cc1	-12%	-20%	-16%	6%
12	COCCN1Cc2cccc(C(=O)Nc3ccc(Cl)cc3Cl)c2C1=O	8%	-29%	3%	10%

nr	B2AR arrestin ag	p53null 32C kill	PTAP-TSG101 blk
1	1%	-8%	-5%
2	0%	-6%	1%
3	1%	15%	5%
4	-3%	-3%	0%
5	1%	5%	-4%
6	0%	0%	1%
7	1%	3%	0%
8	-1%	-2%	1%
9	1%	2%	-1%
10	0%	16%	2%
11	-4%	-6%	0%
12	0%	-3%	-13%

(further entries)
nr	structure	GALK inhibitor	FH mod	p53null 39C kill	NTMT1 inhibitor
13	O=C(c1ccc2c(c1)CCN2S(=O)(=O)c1ccc(Cl)cc1)N1CCN(c2ccccc2)CC1	2%	-9%	-11%	-16%
14	CCc1nc2nc(C)cc(Nc3cccc(C)c3C)n2n1	3%	6%	-23%	7%
15	COC(=O)c1scc(-c2ccccc2)c1S(=O)(=O)Nc1ccccc1	-5%	-9%	21%	-5%
16	Cc1ccc(CNC(=O)Cn2cc(C(=O)c3ccc(Cl)cc3)c(=O)c3ccc(C)nc32)cc1	0%	2%	-4%	-8%
17	O=C(O)CSc1nnc(-c2ccc(O)cc2)o1	-1%	-6%	-6%	22%
18	CCc1ccc2occ(CC(=O)Nc3c(C(=O)Nc4ccc(Cl)cc4)oc4ccccc34)c2c1	1%	-12%	7%	-3%
19	CCOCCCn1c(=N)c(S(=O)(=O)c2ccc(C)cc2)cc2c(=O)n3cccc(C)c3nc21	0%	0%	6%	17%
20	Cc1ccccc1OCCn1cc(C(=O)C2CCCCC2)c2ccccc21	1%	-23%	-6%	3%
21	Cc1ccc(NC(=O)c2cc3nc(-c4ccccc4)cc(-c4ccccc4)n3n2)cc1	2%	-19%	12%	?
22	CCOC(=O)c1cccc(NC(=O)[C@@H](c2ccccc2)N2Cc3ccccc3C2=O)c1	-1%	-23%	28%	?
23	Cc1ccc(C)c(N2CCN(C(=O)c3cc(S(=O)(=O)N4CCCC4)cn3C)CC2)c1	-9%	-19%	-8%	7%
24	CCN(Cc1ccccc1)C(=O)C1CCN(S(=O)(=O)c2c(C)noc2/C=C/c2ccc(C)cc2)CC1	2%	-16%	13%	12%

nr	B2AR arrestin ag	p53null 32C kill	PTAP-TSG101 blk
13	-1%	3%	-1%
14	0%	3%	-3%
15	0%	17%	-5%
16	0%	3%	4%
17	1%	12%	0%
18	1%	-7%	-1%
19	1%	2%	-11%
20	0%	0%	2%
21	0%	-1%	1%
22	-1%	-4%	-9%
23	0%	-2%	-4%
24	-1%	0%	1%

Random excerpt: four compounds from above
nr	structure	GALK inhibitor	FH mod	p53null 39C kill	NTMT1 inhibitor
21	Cc1ccc(NC(=O)c2cc3nc(-c4ccccc4)cc(-c4ccccc4)n3n2)cc1	2%	-19%	12%	?
23	Cc1ccc(C)c(N2CCN(C(=O)c3cc(S(=O)(=O)N4CCCC4)cn3C)CC2)c1	-9%	-19%	-8%	7%
19	CCOCCCn1c(=N)c(S(=O)(=O)c2ccc(C)cc2)cc2c(=O)n3cccc(C)c3nc21	0%	0%	6%	17%
17	O=C(O)CSc1nnc(-c2ccc(O)cc2)o1	-1%	-6%	-6%	22%

nr	B2AR arrestin ag	p53null 32C kill	PTAP-TSG101 blk
21	0%	-1%	1%
23	0%	-2%	-4%
19	1%	2%	-11%
17	1%	12%	0%

Additional records follow:
nr	structure	GALK inhibitor	FH mod	p53null 39C kill	NTMT1 inhibitor
25	CCc1cc(=O)oc2c(C)c3c(cc12)CN(CCc1ccccc1)CO3	9%	nt	-4%	nt
26	COc1ccc(-c2cn3c(n2)sc2cc(C(=O)NCCCN4CCCCC4)ccc23)cc1	-3%	-13%	6%	?
27	Cc1nn(C(C)C(=O)Nc2ccc(C(C)C)cc2)c(=O)c2c1sc1ccccc12 (stereo unspecified)	-12%	8%	10%	-2%
28	Cc1c(C(=O)O)oc2c1-c1nn(Cc3ccccc3Cl)cc1CC2	?	1%	-24%	?
29	CCCCOc1ccc(C(C)NC(=O)c2cccc(Nc3nc4ccccc4n4nnnc34)c2)cc1 (stereo unspecified)	6%	1%	-5%	-7%
30	COC(=O)NNC(=O)C1CCC(C)CC1 (stereo unspecified)	-3%	10%	1%	4%
31	COc1ccccc1CN1CCN(C2CCN(C(=O)Nc3ccccc3)CC2)C(=O)C1=O	-2%	-42%	-18%	0%
32	Cc1ccccc1Nc1c(-c2cccnc2)nc2ccc(Cl)cn12	3%	-15%	-15%	-1%
33	Cc1ccc(CN(C(=O)Nc2cccc(Cl)c2)c2ccccn2)cc1	1%	-9%	5%	-15%
34	CCOc1ccc(C(=O)c2oc3ccccc3c2NC(=O)Cc2coc3cc(C)cc(C)c23)cc1	0%	-4%	3%	1%
35	Cc1c(C(=O)Nc2cccc(C(F)(F)F)c2)oc2ccc(S(=O)(=O)N3CCC4(CC3)OCCO4)cc12	1%	-12%	10%	2%
36	Cc1nn(-c2ccccc2)c2c1N(CCCC(=O)NCc1ccc(N(C)C)cc1)C(=O)CS2	0%	-9%	4%	?

nr	B2AR arrestin ag	p53null 32C kill	PTAP-TSG101 blk
25	0%	5%	?
26	0%	14%	4%
27	-3%	4%	-1%
28	-3%	7%	-1%
29	0%	-3%	3%
30	-1%	3%	-5%
31	-1%	5%	0%
32	2%	-3%	0%
33	-3%	18%	-1%
34	-1%	0%	-1%
35	-1%	-5%	0%
36	4%	6%	-6%

The list continues:
nr	structure	GALK inhibitor	FH mod	p53null 39C kill	NTMT1 inhibitor
37	CCn1c(=O)cc(OCC(=O)NCc2ccc(F)cc2Cl)c2ccccc21	6%	-33%	-24%	-4%
38	CCOC(=O)c1ccc(N2C(=O)c3n[nH]c(-c4cccs4)c3C2c2ccc(OCC)cc2)cc1 (stereo unspecified)	-2%	?	71%[activator]	5%
39	COc1ccc(/C=C\c2onc(C)c2S(=O)(=O)N2CCC(C(=O)Nc3ccc(C)c(F)c3)CC2)cc1	7%	-23%	10%	0%
40	COc1ccc(-c2nnc(SCC(=O)N3CCc4ccccc43)o2)cc1OC	-6%	-6%	-12%	3%
41	CCOc1ccc(CCNC(=O)CCc2c(C)nc3c(c(C)nn3-c3ccccc3)c2C)cc1OCC	8%	-20%	-8%	89µM*
42	CC(C)CC(NC(=O)C1CCCCC1)C(=O)Nc1cccc(C(F)(F)F)c1 (stereo unspecified)	1%	4%	22%	-11%
43	COc1cccc(-c2cc(C(F)(F)F)n3nc(C)c(-c4ccccc4)c3n2)c1	-2%	-16%	-25%	5%
44	Cc1c(Cl)cccc1NC(=O)c1cnc2sc(N3CCCC3)nn2c1=O	0%	3%	-7%	4%
45	COc1ccc(Nc2cc(C(=O)NCc3ccccc3)c3ccccc3n2)cc1	-2%	-1%	-18%	-5%
46	COc1cccc(C(C(=O)NCc2ccccc2)N(C(=O)Cn2nnc3ccccc32)c2cccc(C(C)=O)c2)c1 (stereo unspecified)	-2%	4%	-8%	-24%
47	COc1ccccc1Cn1ccn(Cc2ccc(C)cc2)c(=O)c1=O	0%	-2%	28%	-3%
48	COc1cccc(CC(=O)NCc2ccc3c(c2)CCN3C(C)=O)c1	4%	0%	-18%	-2%
49	CCCCC(=O)Nc1cccc(OCc2cc(=O)n3ccccc3n2)c1	2%	1%	11%	9%
50	COc1ccc(C2=NS(=O)(=O)N(C)C(C(=O)NC(C)c3ccccc3)=C2)cc1OC (stereo unspecified)	3%	0%	3%	-4%

nr	B2AR arrestin ag	p53null 32C kill	PTAP-TSG101 blk
37	1%	-4%	-10%
38	0%	30%[activator]	-3%
39	0%	6%	-3%
40	1%	4%	2%
41	0%	-8%	1%
42	0%	3%	3%
43	0%	-11%	0%
44	-1%	-11%	-6%
45	1%	-6%	3%
46	0%	-9%	0%
47	2%	8%	-6%
48	-2%	-4%	3%
49	-1%	-10%	2%
50	-3%	-1%	-2%

Looked up above.
GALK inhibitor result of #46 : -2%
B2AR arrestin ag result of #49 : -1%
PTAP-TSG101 blk result of #44 : -6%
NTMT1 inhibitor result of #43 : 5%
PTAP-TSG101 blk result of #45 : 3%

Only part of the results is shown (hit frequency here may not be typical).
